# PP1 counter: PP1-alpha (human) inhibition in PP5 counter-screen. purified PP1alpha, OMFP fluorescence. inhibition, % at 6.7 µM. P62136. actives 0.9% (n = 320,000);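 active means inhibition above the mean inhibition of all tested compounds plus 3 SD, computed separately for each screening campaign, cut at about 15% in these data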
# PP5 primary: PP5 (human) phosphatase inhibition; purified PP5c, OMFP substrate fluorescence; actives 0.18% (n = 320,000); AID 1987; inhibition, % at 6.7 µM;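 active means inhibition above the campaign's mean inhibition across all tested compounds plus 3 SD, cut at about 9.5% in these data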;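 further: 0% = DMSO only and 100% = 100 µM cantharidin control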
# Target sequence (P53041 whole entry, looked up): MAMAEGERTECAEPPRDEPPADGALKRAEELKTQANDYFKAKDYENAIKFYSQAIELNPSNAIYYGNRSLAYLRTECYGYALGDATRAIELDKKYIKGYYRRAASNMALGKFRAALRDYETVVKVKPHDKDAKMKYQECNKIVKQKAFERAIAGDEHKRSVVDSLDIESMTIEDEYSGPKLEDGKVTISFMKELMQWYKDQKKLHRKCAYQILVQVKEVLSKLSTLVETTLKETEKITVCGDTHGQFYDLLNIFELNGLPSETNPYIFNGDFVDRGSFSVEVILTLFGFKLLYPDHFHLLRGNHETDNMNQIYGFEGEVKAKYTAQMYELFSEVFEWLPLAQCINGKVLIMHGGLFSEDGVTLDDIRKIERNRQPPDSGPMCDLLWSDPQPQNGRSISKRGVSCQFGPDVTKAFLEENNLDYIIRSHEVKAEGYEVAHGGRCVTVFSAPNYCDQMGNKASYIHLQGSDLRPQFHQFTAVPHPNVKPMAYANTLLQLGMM
# Fh CTSL1 inh: cathepsin L1 inhibition, PFM18AAP counter-screen; inhibition, % at 5.96 µM; actives 0.49% (n = 300,000); AID 1906; recombinant F. hepatica cathepsin L1, Z-Leu-Arg-MCA fluorescence;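 active means inhibition above the mean of all tested compounds plus 3 SD, set per screening campaign, cut at about 17% in these data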;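 further: 0% = plate median of test compound wells and 100% = 1 µM Z-Phe-Ala-diazomethylketone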
# GASC-1 inh: blocks human GASC-1 demethylase activity | Q9H3R0 | GST-JMJD2C(1-420) H3K9me3 demethylation, DELFIA europium | AID 2099 | actives 0.069% (n = 330,000) | inhibition, % at 2.35 µM;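 active means more than half of a compound's replicate wells show inhibition beyond 50%, single wells judged on their own value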;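 further: signal counts dimethyl H3K9 product captured on neutravidin plate; 0% = median of DMSO wells and 100% = 0.3 times that DMSO median; strong numbers were not always called active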
# Target sequence (Q9H3R0 1-420 limits assumed): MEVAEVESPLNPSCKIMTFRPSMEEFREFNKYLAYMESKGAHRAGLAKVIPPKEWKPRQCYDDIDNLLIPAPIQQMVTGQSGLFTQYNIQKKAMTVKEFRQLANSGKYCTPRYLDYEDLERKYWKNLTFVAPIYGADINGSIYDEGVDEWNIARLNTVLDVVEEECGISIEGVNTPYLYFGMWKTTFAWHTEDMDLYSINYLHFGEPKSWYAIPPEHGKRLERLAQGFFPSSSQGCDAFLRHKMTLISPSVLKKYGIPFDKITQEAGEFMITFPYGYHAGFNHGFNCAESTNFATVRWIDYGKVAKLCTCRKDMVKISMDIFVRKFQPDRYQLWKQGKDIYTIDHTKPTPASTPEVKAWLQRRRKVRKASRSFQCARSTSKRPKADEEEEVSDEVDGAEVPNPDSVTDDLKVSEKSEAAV
# TPT1 inhibitor: C. albicans TPT1 enzyme inhibition | recombinant caTPT1, FP RNA substrate dephosphorylation | actives 0.81% (n = 300,000) | inhibition, % at 5 µM | AID 1962;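 active means inhibition above the mean of all tested compounds plus 3 SD, set per screening campaign, cut at about 24% in these data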;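 further: plate controls were DMSO alone for no effect and ferristatin control at 100 nM for full effect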
# LYPLA2 inh: LYPLA2 (human) inhibition in PME1 counter-screen | recombinant LYPLA2, FP-Rh probe fluorescence polarization | inhibition, % at 5.9 µM | actives 0.38% (n = 320,000) | O95372;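 active means inhibition above the screen-wide mean plus 3 SD, limit set per campaign, cut at about 26% in these data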;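 further: 0% = LYPLA2 with DMSO and 100% = wells lacking LYPLA2 enzyme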
# Efflux pump mplx: antifungal efflux pump inhibition, Nile Red retention; actives 0.44% (n = 330,000); S. cerevisiae Candida pump triplex; inhibition, % at 10 µM; AID 485275;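 active means plate passing quality check with inhibition over a set limit, or well fluorescence over plate mean plus 4 SD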;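 further: Nile Red retained in pooled yeast measured as flow cytometry median fluorescence; 0% = buffer negative control and 100% = Enniatin B positive control; higher means more Nile Red kept so more efflux inhibition; some compounds called inactive have numbers as strong as hits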
# PREPL inh: inhibits the human prolyl oligopeptidase-like enzyme | recombinant PREPL, fluorescence polarization activity-based probe | Q4J6C6 | actives 0.68% (n = 320,000) | AID 2751 | inhibition, % at 5.96 µM; in the data active means inhibition above about 43%;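 further: 0% = enzyme with DMSO and 100% = wells lacking enzyme; many of its hits are not listed in these tables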
# core dimer inh: blocks dimerization of HCV core protein; TR-FRET GST/Flag-core106 dimerization, 1536-well; actives 0.33% (n = 300,000); inhibition, % at 5 µM;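 active means inhibition above the mean of all tested compounds plus 3 SD, set per screening campaign, cut at about 45% in these data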
#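 Assay system: GST-tagged and Flag-tagged HCV core protein residues 1-106 / Times: compound-protein-antibody incubation 4 h at 22.5 °C / Signal: time-resolved FRET, ex 340 nm, em 617 and 671 nm / Evaluation: % inhibition based on acceptor/donor emission ratio / Benchmarks: wells lacking GST-core106 and wells with excess unlabelled core106 / Repeats: singlicate, one well per compound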
# The depositor's hits bear a star; / = not tested or not shown; & = joins results of further samples. This is a subset; rates above refer to the full screens.
SMILES,PP1 counter,PP5 primary,Fh CTSL1 inh,GASC-1 inh,TPT1 inhibitor,LYPLA2 inh,Efflux pump mplx,PREPL inh,core dimer inh
CC(C)C1CC(C(F)(F)F)n2nc(C(=O)O)cc2N1 (configuration not stated),-1,-0.8,0,8,0,-1,0.0,-2,1
COc1ccc(NC(=O)COC(=O)C2=COCCO2)cc1OC,-1,1.9,-5,25,-2,10,-0.2,4,2
S=C(c1ccc2c(c1)OCO2)N1CCCCC1,-1,-2.5,1,-7,1,-1,0.1,0,5
CC(=O)Nc1ccc(NC(=O)C(C)OC(=O)C2CCN(S(=O)(=O)c3cccs3)CC2)cc1 (configuration not stated),2,-0.7,-3,5,-1,0,-0.1,11,-5
O=C(CN1C(=O)NC2(CCCC2)C1=O)Nc1nc2ccccc2s1,-2,-2.0,-1,6,-2,6,-0.1,21,-9
C/C(CC(=O)Nc1ccc(Cl)c(C(F)(F)F)c1)=N\NC(N)=S,-1,1.4,40*,-2,-3,-6,-0.1,1,-5
COc1ccc(/C=C/c2ccc3cccc(O)c3n2)cc1Br,17*,-0.6,3,-14,3,-7,0.0,43,1
CC(C)c1nnc(NC(=O)CCN2C(=O)c3ccccc3C2=O)s1,-3,0.8,-1,1,1,5,0.0,-1,1
c1cnc(Oc2ccc3oc4ccccc4c3c2)nc1,-2,1.2,2,0,-1,4,0.2,20,-1
CC(C)n1cc(/C=N/Nc2ccc(Cl)c(C(=O)O)c2)c2ccccc21,2,0.1,5,11,0,3,-0.1,3,-67
Cc1ccccc1-n1c(SCC(=O)NCc2cccs2)nnc1-c1ccncc1,-1,2.1,-3,8,-2,2,-0.1,3,-4
COc1ccccc1CNc1ccc2c(c1)CCC2,5,-0.7,-1,1,17,1,0.0,31,5
Cn1c(CO)cnc1-c1ccccc1,-1,1.5,-1,0,2,-5,-0.1,-5,-2
CNC(=S)NNC(=O)c1ccc(N(C)C)cc1,-5,-0.9,-1,-11,1,-2,0.0,0,2
COC(=O)C1CCN(C(=O)COC(=O)CNC(=O)c2ccc(Cl)cc2Cl)CC1,0,3.9,/,2,/,0,0.1,7,/
Nc1ccnn1Cc1ccc(Br)s1,-3,1.2,-3,-7,-3,-5,-0.1,1,2
Cc1c(OCC(=O)NCc2ccccn2)ccc2c(-c3ccccc3)cc(=O)oc12,0,1.6,-1,6,-2,4,-0.1,13,2
CNc1nc(C)c(C(=O)OCC(=O)OC)s1,-3,0.5,-2,3,-1,-3,0.1,5,-4
CCc1nnc(NS(=O)(=O)c2ccc(NC(=O)c3cc(Cl)ccc3OC)cc2)s1,-1,5.0,3,-3,6,2,0.3,-3,7
O=C(NCc1ccccc1)C1CCCN(S(=O)(=O)c2ccc(F)cc2)C1 (configuration not stated),-1,1.4,-1,4,0,-2,-0.4,1,9
Cc1cccc(Nc2nc(N)nc(CSc3nccc(C)n3)n2)c1,1,1.8,0,-2,2,7,0.1,5,1
CCOc1ccc(NC(=O)CN(C)C(=O)C2CC(=O)N(c3ccc4c(c3)OCCO4)C2)cc1OCC (configuration not stated),5,-1.1,-7,5,-4,-5,0.0,-6,1
NS(=O)(=O)c1ccc(CCNC(=O)CSc2nnc3ccccn23)cc1,0,-5.0,6,1,-4,5,-0.1,12,-1
Cc1ccc(/C=N/NC(=O)Cn2cnc3ccccc32)cc1,-1,3.5,0,-21,1,-2,-0.1,9,1
CCn1c(SCC(=O)N/N=C/C=C\c2ccco2)nc2ccccc21,5,5.7,4,7,5,-3,0.1,-4,30

# Shown bar-delimited: 4 of the compounds above
molecule | PP1 counter | PP5 primary | Fh CTSL1 inh | GASC-1 inh | TPT1 inhibitor | LYPLA2 inh | Efflux pump mplx | PREPL inh | core dimer inh
COc1ccc(NC(=O)COC(=O)C2=COCCO2)cc1OC | -1 | 1.9 | -5 | 25 | -2 | 10 | -0.2 | 4 | 2
S=C(c1ccc2c(c1)OCO2)N1CCCCC1 | -1 | -2.5 | 1 | -7 | 1 | -1 | 0.1 | 0 | 5
CC(=O)Nc1ccc(NC(=O)C(C)OC(=O)C2CCN(S(=O)(=O)c3cccs3)CC2)cc1 (configuration not stated) | 2 | -0.7 | -3 | 5 | -1 | 0 | -0.1 | 11 | -5
O=C(CN1C(=O)NC2(CCCC2)C1=O)Nc1nc2ccccc2s1 | -2 | -2.0 | -1 | 6 | -2 | 6 | -0.1 | 21 | -9

# Record cards, from the list above:
# C/C(CC(=O)Nc1ccc(Cl)c(C(F)(F)F)c1)=N\NC(N)=S is entered as PP1 counter = -1; PP5 primary = 1.4; Fh CTSL1 inh = 40*; GASC-1 inh = -2; TPT1 inhibitor = -3; LYPLA2 inh = -6; Efflux pump mplx = -0.1; PREPL inh = 1; core dimer inh = -5
# COc1ccc(/C=C/c2ccc3cccc(O)c3n2)cc1Br is entered as PP1 counter = 17*; PP5 primary = -0.6; Fh CTSL1 inh = 3; GASC-1 inh = -14; TPT1 inhibitor = 3; LYPLA2 inh = -7; Efflux pump mplx = 0.0; PREPL inh = 43; core dimer inh = 1

# Other entries
SMILES,PP1 counter,PP5 primary,Fh CTSL1 inh,GASC-1 inh,TPT1 inhibitor,LYPLA2 inh,Efflux pump mplx,PREPL inh,core dimer inh
COC(=O)c1sccc1-n1cccc1C(=O)N1CCOCC1,-1,-2.0,-4,5,-3,3,0.1,9,-3
COc1ccccc1NS(=O)(=O)c1cc(NC(=O)C2CC2)ccc1N1CCOCC1,-2,1.9,-3,5,-3,-2,-0.1,13,2
CCN1CC(C)C(O)(c2ccccc2)CC1C (configuration not stated),5,-1.4,-1,16,-1,0,-0.1,-2,-3
CN(CCO)c1ccc(C(C(=O)c2ccccc2)c2ccc(N(C)CCO)cc2)cc1,2,2.6,0,-12,-4,10,0.1,9,-24
COc1ccc(N2CCN(C(=O)c3ccc(S(=O)(=O)N4CCOCC4)cc3)CC2)cc1,2,-1.4,-2,7,-1,18,0.0,7,3
COc1ccc(NS(=O)(=O)c2ccc3oc(SC4CCOC4=O)nc3c2)cc1 (configuration not stated),2,1.5,-1,-21,-1,4,0.2,7,5
Cc1nn(CC(=O)NCC2CCCO2)c(=O)c2cc3ccccc3n12 (configuration not stated),2,0.9,-1,-10,1,-6,0.1,-2,-2
CCOc1ccc(S(=O)(=O)n2c([N+](=O)[O-])cnc2C)c(C)c1C,-3,0.2,-1,0,0,4,-0.1,-14,5
Cc1ccc(NC(=O)CSC(C)c2nc3ccccc3c(=O)[nH]2)cc1 (configuration not stated),-3,-6.9,-9,-6,-3,-1,0.4,9,-8
O=C(O)Cn1c2ccccc2c2n[nH]c(=S)nc21,-3,3.0,2,2,-2,14,-0.1,-7,2
COCCN(C(=O)COC(=O)CNC(=O)c1cccs1)c1c(N)n(Cc2ccccc2)c(=O)[nH]c1=O,7,-0.6,-8,106,0,3,0.0,-4,4
O=C(NC(=S)N1CCN(c2ccc([N+](=O)[O-])cc2)CC1)c1ccccc1,-1,1.6,5,-15,-6,-4,-0.1,5,1
Cc1nn(C)cc1CNC(=O)Nc1ccc(Br)cc1Cl,2,2.4,2,2,-2,-5,0.1,-8,-4
Fc1ccccc1-c1ccc(/C=N/Nc2nc3ccccc3[nH]2)o1,18*,3.6,-2,-5,3,-4,0.0,41,-22
Cc1ccc(C(=O)OCC(=O)N(C)C2CCS(=O)(=O)C2)cc1S(=O)(=O)N1CCOCC1 (configuration not stated),-4,0.3,-5,-8,-1,2,0.0,3,-4
CCOc1cc(N2CCOCC2)c(OCC)cc1NC(=O)[C@H](C)N1C(=O)C2CC=CCC2C1=O (some centres not stated),-1,-0.9,-2,8,2,-3,0.2,-10,-3
Cc1cc(C(F)(F)F)nc(CCNC(=O)C2CCC(=O)N(Cc3cccc(F)c3)C2)n1 (configuration not stated),3,2.2,-1,8,1,-6,0.0,3,-4
CCOc1ccccc1NC(=O)CSc1nc2cccnc2n1C,-4,-0.3,3,-19,-1,-1,0.0,-2,1
CCOC(=O)c1c(Cc2cccc(Cl)c2)c[nH]c1C,-2,-0.6,-4,-4,-2,6,-0.1,9,0
O=C(Nc1ccc(NC(=O)C2CC2)cc1)c1cccs1,0,2.9,1,-5,0,4,0.0,-9,-5
COCCn1c(SCc2ccc(OC)c(F)c2)nc2ccccc2c1=O,-3,2.4,2,11,-1,6,0.1,11,0
CSc1cccc(NC(=O)c2ccc(CN3CCc4ccccc4C3)cc2)c1,3,4.6,-3,-4,-3,-24,0.0,-7,6
Cc1ccsc1/C=C(\C(=O)c1ccc(OC(C)C)cc1)c1nc2ccccc2o1,3,4.0,3,3,-3,-10,0.1,-9,7
COCc1cc(C)nc(SCC(=O)Nc2cccc3cccnc23)c1C#N,2,1.0,-2,13,6,4,0.1,5,-9
Cc1ccccc1NC(=O)c1cccc(C(=O)Nc2ccccc2C)n1,0,-2.5,-1,-14,-3,3,0.0,-3,4

# Gathered by group: the compounds so far containing a nitro group on carbon.
SMILES,PP1 counter,PP5 primary,Fh CTSL1 inh,GASC-1 inh,TPT1 inhibitor,LYPLA2 inh,Efflux pump mplx,PREPL inh,core dimer inh
CCOc1ccc(S(=O)(=O)n2c([N+](=O)[O-])cnc2C)c(C)c1C,-3,0.2,-1,0,0,4,-0.1,-14,5
O=C(NC(=S)N1CCN(c2ccc([N+](=O)[O-])cc2)CC1)c1ccccc1,-1,1.6,5,-15,-6,-4,-0.1,5,1

# The listing continues:
SMILES,PP1 counter,PP5 primary,Fh CTSL1 inh,GASC-1 inh,TPT1 inhibitor,LYPLA2 inh,Efflux pump mplx,PREPL inh,core dimer inh
CC1CN(c2ccc([N+](=O)[O-])cc2F)CCN1C(=O)c1ccco1 (configuration not stated),1,3.2,1,-6,-1,7,0.1,9,-1
COc1ccc(Nc2nc3ccccc3n3cnnc23)cc1Cl,9,0.5,-3,-1,-4,3,0.0,22,8
COc1ccc(C(=O)O)cc1S(=O)(=O)NCCCN1CCCC1=O,-1,-1.6,-1,0,-5,-10,0.0,-5,-1
Cc1ccc(NC(=O)/C(=C/c2ccncc2)NC(=O)c2ccccc2)cc1,-2,-2.1,3,-4,-2,5,1.6,4,-4
COc1cccc(CNc2ncc(-c3ccccc3)n2C)c1,-3,-0.4,2,-12,-2,5,-0.2,27,-12
COc1ccc(CCNC(=O)c2ccc3nc(N4CCCCC4)sc3c2)cc1OC,3,1.9,3,-14,-3,0,0.3,7,3
Cc1ccc(-c2nnc(SCC(=O)N3c4ccccc4NC(=O)C3(C)C)n2N)cc1,1,3.3,1,-24&4,0,0,0.8,5,-2
Cc1ccc(C(=O)NCCCC(=O)O)o1,-3,-1.3,-1,-27,-2,1,-0.1,-1,3
Cc1csc(NC(=O)Cc2ccc(Cl)cc2)n1,-4,0.9,2,-2,0,3,0.1,8,-1
O=C(CSc1ncnc2c1oc1ccccc12)NC1CCCC1,-1,-5.2,0,-5,3,-10,0.2,1,-6
CN(C)C(=O)COC(=O)c1ccccc1NC(=O)c1ccco1,-1,-2.7,2,-5,-2,0,-0.1,11,-2
CCOc1ccc(NC(=O)N(CC(C)C)CC(C)C)cc1,-1,2.2,-3,-1,1,-2,0.0,-3,4

# Screens (PubChem)
